# PfG6PD inh = PfG6PD (Plasmodium falciparum) enzyme inhibition | AID 504690 | PfGluPho enzyme, NADPH resazurin-diaphorase fluorescence | hit rate 0.78% among 350,000 | inhibition, % at 20 µM;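 active means inhibition reaching at least a set limit at 20 µM in the primary screen, cut at about 59% in these data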;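 further: 0% = DMSO wells with substrate and 100% = DMSO wells lacking glucose-6-phosphate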
# SENP1 inh = inhibitors of human SENP1 SUMO protease catalytic domain. Q9P0U3. recombinant SENP1 catalytic domain, CyPet-SUMO1-YPet FRET cleavage. inhibition, % at 10 µM. hit rate 0.21% among 360,000;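 active means inhibition at least 30% at 10 µM, raw YFP signal under a set limit, fluorescence ratio 0.5 to 1.5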;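 further: 0% = enzyme with DMSO and 100% = no enzyme wells; some results filed as inactive read as strong as hits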
# Target sequence (Q9P0U3 419-644 limits assumed): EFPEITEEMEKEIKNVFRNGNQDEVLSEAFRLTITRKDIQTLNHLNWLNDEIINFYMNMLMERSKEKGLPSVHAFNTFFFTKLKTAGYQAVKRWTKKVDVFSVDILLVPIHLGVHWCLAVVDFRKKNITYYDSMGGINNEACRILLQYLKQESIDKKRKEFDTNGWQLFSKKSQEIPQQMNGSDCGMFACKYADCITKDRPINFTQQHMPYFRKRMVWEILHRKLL
#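 Compound: 10 µM single point, 0.5% DMSO; Test system: hSENP1 catalytic domain, recombinant; Timing: 50 min reaction at room temperature; Technique: FRET, CFP and YFP emission; Control set: no-enzyme wells low, DMSO-plus-enzyme wells high control.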
# HKDC1 inh = blocks human hexokinase HKDC1 activity. Q2TB90. recombinant HKDC1, G6PDH/diaphorase resazurin coupled fluorescence. inhibition, % at 20 µM. hit rate 0.16% among 340,000. AID 493160;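 active means inhibition above about 35% when tested at 20 µM, limit read from the data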;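 further: plate controls were DMSO wells with enzyme for no effect and DMSO wells lacking enzyme for full effect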
#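 Assay system – recombinant HKDC1 (HK5) hexokinase enzyme, produced in-house · Input – HKDC1 at 5 µg/mL · Reagent – glucose plus 1 mM ATP as hexokinase substrates · Timing – 90 min reaction incubation at room temperature, dark · Measured by – G6PDH/diaphorase-coupled fluorescence, 1 mM NADP, 100 µM resazurin, 525/613 nm · Benchmarks – DMSO-enzyme wells negative, buffer-substituted wells positive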
# SENP8 block-1 = inhibitors of human SENP8 protease. recombinant SENP8, Nedd8 substrate fluorescence. inhibition, % at 20 µM. hit rate 0.64% among 360,000. AID 602440; in the data active means inhibition mostly above about 40%, no sharp cut-off; inactive means mostly below about 27%
# Target sequence (Q96LD8 whole entry, looked up): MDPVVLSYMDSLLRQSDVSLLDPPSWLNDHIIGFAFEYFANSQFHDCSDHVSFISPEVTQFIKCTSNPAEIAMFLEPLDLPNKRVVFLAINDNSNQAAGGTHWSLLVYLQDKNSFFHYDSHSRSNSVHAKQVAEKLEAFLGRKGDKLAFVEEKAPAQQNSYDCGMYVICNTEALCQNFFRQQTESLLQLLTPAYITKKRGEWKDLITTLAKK
# SENP7 inh = SENP7 protease inhibition. Q9BQF6. recombinant SENP7, Z-RLRGG-aminoluciferin luminescence, 40 min. inhibition, % at 5 µM. hit rate 1.5% among 330,000. AID 434973;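 active means inhibition above about 50% at the single test dose, limit read from the data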;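 further: plate controls were DMSO with enzyme for no effect and no enzyme buffer wells for full effect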
# Apaf-1 inh = inhibitors of human Apaf-1 apoptosome | AID 489030 | reconstituted apoptosome caspase-3 activity, DEVD-Rh110 fluorescence | hit rate 0.71% among 330,000 | inhibition, % at 20 µM | O14727; active means inhibition of at least 40% at 20 µM;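 further: plate controls were DMSO wells for no effect and DEVD-CHO caspase inhibitor wells for full effect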
#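 Material: reconstituted apoptosome with Apaf-1, cytochrome c, caspase-9, procaspase-3, dATP / Buffer or medium: pH 7.5 Hepes buffer with CHAPS, BSA, DTT / Also added: cytochrome c with DEVD-Rh110 / Schedule: compound with Apaf-1, dATP, procaspase-3 30 min, then 50 min reaction, room temperature / Technique: rhodamine 110 fluorescence at Ex 480/Em 540 nm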
# SENP6 inh = inhibitors of human SENP6 protease. Q9GZR1. Recombinant SENP6 catalytic domain, aminoluciferin luminescence. inhibition, % at 10 µM. hit rate 1.8% among 330,000. AID 2599;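 active means inhibition above about 50% at the single tested dose, limit read from the data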;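 further: plate controls were DMSO wells with enzyme for no effect and DMSO wells lacking enzyme for full effect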
# Target sequence (Q9GZR1 628-1112 limits assumed): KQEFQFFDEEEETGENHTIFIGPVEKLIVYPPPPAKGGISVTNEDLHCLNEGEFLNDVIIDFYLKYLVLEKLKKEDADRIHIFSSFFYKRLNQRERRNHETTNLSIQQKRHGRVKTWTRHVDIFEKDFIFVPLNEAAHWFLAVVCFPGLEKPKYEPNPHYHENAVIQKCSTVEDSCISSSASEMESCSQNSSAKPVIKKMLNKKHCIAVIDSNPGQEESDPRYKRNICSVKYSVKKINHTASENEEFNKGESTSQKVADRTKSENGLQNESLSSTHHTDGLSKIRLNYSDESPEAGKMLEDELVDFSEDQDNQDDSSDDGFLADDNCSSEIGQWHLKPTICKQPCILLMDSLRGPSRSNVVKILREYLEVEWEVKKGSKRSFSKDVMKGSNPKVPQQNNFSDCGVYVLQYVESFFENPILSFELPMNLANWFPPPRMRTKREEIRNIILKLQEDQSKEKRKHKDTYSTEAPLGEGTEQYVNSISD
# SENP8 block-2 = SENP8 protease inhibition; Q96LD8; purified SENP8, Z-RLRGG-aminoluciferin cleavage, luminescence; inhibition, % at 10 µM; hit rate 1.2% among 330,000; AID 2540; in the data active means inhibition above about 50%
# * = called active by the depositor; . = not tested or not shown.
compound,SENP8 block-1,SENP1 inh,HKDC1 inh,SENP6 inh,SENP7 inh,Apaf-1 inh,PfG6PD inh,SENP8 block-2
COc1cc(C(=O)OCC(=O)NCC2CCCCC2)ccc1OCC(C)C,6,1,-5,-6,-8,10,0,0
COc1ccc(Cl)cc1NC(=O)Nn1cnnc1,2,3,-2,5,-3,7,-8,3
CCOc1cc(C(=O)Nc2ccc(C)cc2O)ccc1OCC(=O)N1CCOCC1,-8,-3,5,4,2,-1,18,2
COc1ccc(Nc2cc(C(=O)NCCCN3CCN(C)CC3)c3ccccc3n2)cc1,22,2,-5,-15,-8,13,11,-7
CC(C1CC1)N(Cc1ccccc1)C(=S)Nc1cccc(C(F)(F)F)c1 (stereo unspecified),1,1,-8,8,-1,10,12,-6
COc1cccc(-n2cn[nH]c2=S)c1,12,0,16,-2,0,-13,25,-4
COc1cc2c(cc1OC)CN(Cc1cc(OC)c3c(c1)OCO3)CC2,8,2,3,-1,-3,-4,-7,2
CC(C)OCCCNC(=S)Nc1ccc(S(N)(=O)=O)cc1,17,-1,-2,0,3,-1,61*,6
CCN(CC)CCCNC(=O)Cn1nc([N+](=O)[O-])c(Cl)c1C,15,3,3,2,2,-5,-19,-1
O=C(C(c1ccccc1)c1ccccc1)N1CCN(CC(O)COc2ccccc2)CC1 (stereo unspecified),14,1,-1,-16,3,12,4,3
Cc1cc(C)nc(NS(=O)(=O)c2ccc(NS(=O)(=O)c3ccccc3)cc2)n1,5,3,4,1,-1,-9,-26,0
Nc1cccc(S(=O)(=O)Nc2ccc(Br)cc2)c1,10,-1,5,-11,-8,1,1,-9
Cc1csc(NC(=O)CCC(=O)N(CC(=O)NC2CCCCC2)c2ccccc2)n1,2,1,-8,-11,-5,6,12,6
COCCSc1ccccc1C(=O)N1CCC(Cc2ccccc2)CC1,19,1,-4,-8,0,8,-7,2
COc1cc(CCCN2CCNC[C@@H]2Cc2ccccc2)cc(OC)c1OC,25,-1,-6,-2,-7,-8,25,3
COc1cc(NC(=O)c2cc3ccccc3o2)c(OC)cc1Cl,-90,0,0,-3,-2,-2,3,-9
C/C(=N\NC(=O)c1ccn(C)n1)c1ccco1,11,1,-10,-22,0,-3,-1,-1
Cn1c(Cc2ccccc2)nnc1SCC(=O)Nc1cccc(S(=O)(=O)NC2=NCCCCC2)c1,9,0,-7,-17,9,-11,11,3
Cc1ccc(C2c3c(oc4ccccc4c3=O)C(=O)N2CCCN2CCOCC2)o1 (stereo unspecified),-35,-12,-1,-9,-9,3,-10,-3
CCOC(=O)C1(CCOc2ccccc2)CCN(Cc2cccc(F)c2)CC1,16,0,-3,-15,3,14,13,-5

# Next records follow:
compound,SENP8 block-1,SENP1 inh,HKDC1 inh,SENP6 inh,SENP7 inh,Apaf-1 inh,PfG6PD inh,SENP8 block-2
CCCCC(=O)NC(=O)NC(c1ccccc1)c1ccccc1,29,-2,4,-18,3,7,5,-2
COc1cc(Nc2nc3c(N)cc(C(F)(F)F)cc3nc2-c2ccccc2)cc(OC)c1OC,14,46*,11,.,.,.,43,.
CC1=CC(=O)[C@@H](OC(=O)Nc2ccc(C)cc2)[C@@H](c2ccccc2Br)N1C,-50,1,-3,.,.,.,20,.
CCN(CC)c1ccc(/C=N/Nc2nc3ccccc3[nH]2)cc1,-399,-14,-21,.,.,.,19,.
Cc1cc2oc(=O)cc(COC(=O)Cn3cnnn3)c2cc1C(C)C,-31,3,13,5,1,0,-17,1
COc1ccc(S(=O)(=O)N2CN(Cc3ccco3)c3nc4ccccc4nc32)cc1,-299,-38,4,-11,-8,1,21,-3
CC(C)(C)c1ccc(C(=O)N2CCC(C(=O)NC3CCCCCC3)CC2)cc1,10,2,-1,-24,5,9,-1,-4
CCN(C[C@H]1N[C@@](CC)(C(=O)OC)[C@H]2C(=O)N(C)C(=O)[C@@H]12)C(=O)C1CCCCC1,6,-1,-5,-23,1,-8,-1,-11
COc1cc(NC(=S)N2CCN(c3ccccn3)CC2)cc(OC)c1,-2,1,-4,-14,-9,2,9,-5
O=C(NCc1ccc2c(c1)OCO2)C(=O)NCC1OCCN1S(=O)(=O)c1ccc(F)cc1 (stereo unspecified),4,-1,-1,-12,-6,11,2,1
COc1ccc(NC(=O)NCc2ccco2)c(OC)c1,6,2,-9,4,10,-2,9,6
CC(=O)c1c(C)[nH]c(C(=O)COc2cc(C)ccc2C(C)C)c1C,22,-1,6,3,4,17,34,-4
COCc1cc(N2CCOCC2)nc(-c2ccccc2)n1,-8,-1,-5,-2,4,3,-7,-7
CSc1nc(N)c(C#N)c(-c2ccc(Cl)cc2)c1C#N,-111,1,-5,-15,11,17,-8,-5
CCOC(=O)C1(C)Oc2ccccc2C(c2ccc(OC)cc2)=C1C(=O)OC (stereo unspecified),10,-1,3,.,-4,35,-11,.
COC(=O)c1ccc(NC2=CC(=O)CC(C)(C)C2)cc1,-54,-1,-2,3,-7,6,24,-6
COc1cc(/C=C2\SC(=Nc3ccccc3OC)NC2=O)ccc1O,-64,29,5,-6,6,2,0,-6
COC(=O)C(CO)NC(=O)C1CCCN1C(=O)CNC(=O)OCc1ccccc1 (stereo unspecified),6,2,1,16,4,-3,5,8
COc1ccc(N2C(=O)CC(N(Cc3ccco3)C(=O)CCC(=O)O)C2=O)cc1 (stereo unspecified),6,0,5,-20,-1,-2,-22,-4
c1ccc(OCCOc2ncnc3ccccc23)cc1,4,-1,0,-6,8,-2,-13,-9

# More records follow.
compound,SENP8 block-1,SENP1 inh,HKDC1 inh,SENP6 inh,SENP7 inh,Apaf-1 inh,PfG6PD inh,SENP8 block-2
CS(=O)(=O)NNC(=O)CN1C(=O)C2C3C=CC(C3)C2C1=O (stereo unspecified),5,2,11,-18,1,-1,-13,-4
Cc1cccc(NNC(=S)Nc2c(C)cccc2C)c1,15,2,-10,-12,-5,3,-6,4
Cc1ccc(/C=N/n2c(COc3ccccc3)n[nH]c2=S)s1,17,2,4,-2,4,6,4,1
Cc1c(NC(=O)c2ccc3ncccc3c2)c(=O)n(-c2ccccc2)n1C,20,3,-2,-3,-8,-1,-1,-13
COc1ccc(C(=O)Oc2ccc(F)cc2C(=O)/C=C/c2ccc(OC)c(OC)c2)cc1,-56,-9,3,-9,-5,3,13,-7
Cn1c(=O)[nH]c(=O)c2c1nc(CN1CCOCC1)n2Cc1ccccc1,-5,1,6,3,6,-13,-6,9
CC1=C(C(=O)OCc2ccccc2)C(c2ccc(Cl)cc2)NC(=O)N1CCCC(=O)O (stereo unspecified),.,.,4,-4,-4,-1,-5,-10
O=C(COC(=O)c1ccc(F)c(S(=O)(=O)N2CCOCC2)c1)c1ccc(Br)cc1,-2,2,0,-1,9,-3,15,-3
C/C(=N\N=C1\NC(=O)CC(C(=O)O)S1)c1cccs1 (stereo unspecified),27,2,-3,3,-4,-2,-18,-6
Cc1ccn2c(NC(=O)c3ccco3)c(-c3ccccc3)nc2c1,6,1,-3,-1,-2,-6,18,-1
CCN(C(=O)COC(=O)c1cc(S(=O)(=O)N2CCOCC2)c(Cl)cc1Cl)C1CCS(=O)(=O)C1 (stereo unspecified),8,2,8,0,3,-2,6,-2
Cc1n[nH]c(=O)c2c1nnn2Cc1ccc(F)cc1,-6,-4,-3,-5,-3,3,8,0
NC(=O)c1cnn2c(-c3cccc(C(F)(F)F)c3)ccnc12,-426,-6,-1,-19,-2,0,10,-5
CC(C)CC(C(=O)O)C(C)CC(=O)Nc1ccn(-c2ccccc2)n1 (stereo unspecified),30,-2,-7,20,-5,1,-17,0
Cc1nc2nc(SCC(=O)NCCCN3CCCCC3)nn2c(C)c1Cc1ccccc1,11,1,-5,-19,2,12,-7,1
Cc1ccc(NC(=O)NCCCN2CCCC2=O)c(C)c1,3,1,4,2,-4,9,-7,2
CCOC(=O)N1CCN(C(=O)c2cc3cc(OC)c(OC)cc3[nH]2)CC1,-239,-1,-4,-1,7,7,-4,7
Cc1ccc(C2=CC(c3cccs3)n3nnnc3N2)cc1 (stereo unspecified),-24,58,-7,2,0,1,12,-3
C[C@H](CO)N1C[C@H](C)[C@@H](CN(C)C(=O)Nc2ccc3c(c2)OCO3)Oc2c(NC(=O)Cc3ccccc3)cccc2C1=O,2,-1,2,-19,6,11,22,-13
NC(=O)COC(=O)c1cccc(S(=O)(=O)N2CCCc3ccccc32)c1,10,0,15,6,-7,6,-1,1

# Next part, starting with the last three of the part before.
compound,SENP8 block-1,SENP1 inh,HKDC1 inh,SENP6 inh,SENP7 inh,Apaf-1 inh,PfG6PD inh,SENP8 block-2
Cc1ccc(C2=CC(c3cccs3)n3nnnc3N2)cc1 (stereo unspecified),-24,58,-7,2,0,1,12,-3
C[C@H](CO)N1C[C@H](C)[C@@H](CN(C)C(=O)Nc2ccc3c(c2)OCO3)Oc2c(NC(=O)Cc3ccccc3)cccc2C1=O,2,-1,2,-19,6,11,22,-13
NC(=O)COC(=O)c1cccc(S(=O)(=O)N2CCCc3ccccc32)c1,10,0,15,6,-7,6,-1,1
CC(=O)Nc1ccc(NC(=O)COC(=O)c2c(-c3ccccc3)noc2C)cc1,2,1,-6,1,2,-6,-6,0
CCc1c(C)nc(SCC(=O)N2CCN(c3ccccc3OC)CC2)[nH]c1=O,10,1,-7,21,3,-4,-9,0
C#CCOCCOCCOCCNc1nc(N2CCN(C(=O)[C@H](C(C)C)n3cc(CCO)nn3)CC2)nc(N2CCN(C(=O)[C@H](CCCCN)n3cc(CCCC)nn3)CC2)n1,12,1,6,-11,3,32,-1,-5
NS(=O)(=O)c1ccc(NC(=O)CN2CCCc3ccccc32)cc1,-44,-36,1,5,4,-16,0,3
CCCOc1ccc(CNCCCOCC)cc1OC,17,1,2,-3,-4,-10,-2,-8
COc1cc(/C=N/NC2=NCCCCC2)ccc1O,-99,-10,1,9,6,-5,-14,6
CCCCN(CC)CCCNC(=O)CC1Oc2ccccc2NC1=O (stereo unspecified),14,1,-8,-21,-9,-1,-10,-9
COc1ccc(/C=C/C(=O)NC2CCCCCCC2)cc1S(=O)(=O)N1CCOCC1,12,1,-4,-12,6,7,2,-6
CCOCN(C(=O)Cn1c(CO)nc2ccccc21)c1c(C)cccc1CC,14,-2,10,6,5,-9,-10,1
Cc1ccc(S(=O)(=O)NCc2ccc(/C=C(/C#N)C(=O)NCc3ccccc3)o2)cc1,14,1,-7,-15,-13,15,-1,-12
COc1ccccc1N(CN1C(=O)c2ccccc2C1=O)C(=O)c1cccnc1,12,0,-11,-3,-6,-8,-3,0
COc1cc(CN(C)CC2CCCN(CCc3cccc(C(F)(F)F)c3)C2)ccc1O (stereo unspecified),21,1,-2,1,-3,-8,-5,-7
CC(CC(=O)NCC1CCCO1)c1ccccc1 (stereo unspecified),1,0,-6,-5,0,-3,-12,-1
CCOC(=O)N1CCN(CCC(=O)Nc2ccccc2)CC1,9,0,-5,3,-5,-4,-14,-10
Cc1cccn2c(=O)c(/C=C(\C#N)C(N)=O)c(N3CCN(Cc4ccc5c(c4)OCO5)CC3)nc12,-118,-62,-4,-12,-4,16,-4,5
C=CC[n+]1c(-c2ccc(C)cc2)csc1Nc1c(C)n(C)n(-c2ccccc2)c1=O,6,0,-12,-10,1,5,-3,8
